CHT PAM – CHT positive allosteric modulators, primary screen, cell-based, membrane potential dye, choline EC20; AID 488977, 2010; High affinity choline transporter 1 (Homo sapiens), Q9GZV3; CHT-expressing cells; active compounds read high; LV-AA mutant CHT in HEK293 cells; 0.49% of 310,000 active; B-score at 10 µM;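 active means initial fluorescence not abnormally high and integrated response B-score, plate-corrected, over 3 SD above library mean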
Target sequence (Q9GZV3 whole entry, looked up): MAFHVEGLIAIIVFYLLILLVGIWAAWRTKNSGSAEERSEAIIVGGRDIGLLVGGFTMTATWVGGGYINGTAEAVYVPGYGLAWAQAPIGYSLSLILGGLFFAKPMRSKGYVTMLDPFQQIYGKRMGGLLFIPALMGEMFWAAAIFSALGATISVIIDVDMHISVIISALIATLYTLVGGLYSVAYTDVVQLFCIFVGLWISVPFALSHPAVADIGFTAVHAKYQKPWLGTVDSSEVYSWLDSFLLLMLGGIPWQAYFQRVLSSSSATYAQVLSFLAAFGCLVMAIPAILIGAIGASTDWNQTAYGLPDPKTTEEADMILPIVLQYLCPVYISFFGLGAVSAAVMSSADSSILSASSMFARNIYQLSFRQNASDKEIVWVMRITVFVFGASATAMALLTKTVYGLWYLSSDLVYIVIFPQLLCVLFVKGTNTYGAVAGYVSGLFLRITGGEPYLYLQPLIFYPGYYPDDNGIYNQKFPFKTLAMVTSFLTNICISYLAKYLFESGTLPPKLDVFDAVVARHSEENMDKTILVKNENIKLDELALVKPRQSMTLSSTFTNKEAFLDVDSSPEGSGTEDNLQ
OX1R antagonist – OX1R (HCRTR1) antagonists, primary screen, fluorescence, CHO/OX1R cells, Fluo-8 calcium, orexin A | inhibition, % at 5 µM | Fluo-8 calcium fluorescence | 0.43% of 330,000 active | AID 434989, 2010;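 active means inhibition above its plate's threshold, mean inhibition of all tested compounds on the plate plus 3 SD, cut at about 37% in these data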;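 further: 0% = orexin A challenge wells and 100% = SB-334867-A antagonist wells; not every result past the cut was called active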
Target sequence (O43613 whole entry, looked up): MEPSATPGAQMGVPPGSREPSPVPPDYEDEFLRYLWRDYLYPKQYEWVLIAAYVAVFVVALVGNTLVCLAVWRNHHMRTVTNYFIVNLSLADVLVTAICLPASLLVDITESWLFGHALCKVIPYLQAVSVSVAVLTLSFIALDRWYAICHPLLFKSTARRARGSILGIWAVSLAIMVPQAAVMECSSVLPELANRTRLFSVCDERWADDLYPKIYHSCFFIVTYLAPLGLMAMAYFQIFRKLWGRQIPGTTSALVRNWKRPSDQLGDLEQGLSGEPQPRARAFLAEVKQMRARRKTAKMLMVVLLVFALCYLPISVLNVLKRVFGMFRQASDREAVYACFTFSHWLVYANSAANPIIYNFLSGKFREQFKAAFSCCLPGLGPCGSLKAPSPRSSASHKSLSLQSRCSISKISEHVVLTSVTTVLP
An asterisk follows results filed as active; i = inactive; nt = no result given; & = joins results of further samples.

Results follow in this order: CHT PAM | OX1R antagonist
CCOCCCNC(=O)/C(C#N)=C/c1ccc([N+](=O)[O-])o1
    i | 9
Cc1ccc(OCc2nnc(SCCN3CCOCC3)n2C)cc1
    i | -13
C=CCCCN(Cc1ccccc1)S(=O)(=O)c1ccccc1Br
    i | 27
Cc1cc(C(=O)OCC(=O)Nc2nccs2)c2ccccc2n1
    i | -21
CCCC1CCc2c(sc(NC(=O)c3cccs3)c2C(N)=O)C1 (configuration not stated)
    i | -16
COc1ccc(S(=O)(=O)ON=C2CC(C)(C)N(C(C)=O)C(C)(C)C2)cc1
    i | -10
Cn1c(NC(=O)c2cccs2)cc(=O)n(C)c1=O
    i | -9
Cc1ccc(NC(=O)/C=C/c2ccco2)cc1S(=O)(=O)N1CCCCCC1
    i | -23
O=C(c1ccccc1)N1CCN(c2ccc([N+](=O)[O-])c(NCc3cccnc3)c2)CC1
    i | -17
COC(=O)c1cccc(S(=O)(=O)N2CCC(C)CC2)c1
    i | -12
COC(=O)CC1=C(C(=O)OC)C(c2ccncc2)C(C#N)=C(N)O1 (configuration not stated)
    i | -7
O=C(CCC(=O)OCC(=O)c1ccc(Br)cc1)Nc1ccc(Br)c2cccnc12
    i | -6
CC(C(=O)N1CCOCC1)c1ccc([N+](=O)[O-])cc1 (configuration not stated)
    i | -9
Cc1noc(C(=O)Nc2c(C)n(C)n(-c3ccccc3)c2=O)c1Cl
    i | -5
COc1ccc(-n2ncc3c2CC(C)(C)CC3NC(=O)CCn2cncn2)cc1 (configuration not stated)
    i | nt
Cc1cc(C)c2c3c(sc2n1)C(c1ccccc1)C(C#N)=C(N)O3 (configuration not stated)
    i | -13
CC1CCC(NC(=O)CSc2nncn2C)CC1 (configuration not stated)
    nt | -17
COc1ccc(S(=O)(=O)NC2CC(=O)N(c3ccccc3)C2)cc1C (configuration not stated)
    i | -31
O=C(O)c1ccc(NC(=S)NC(=O)c2ccc(-c3ccc(Br)cc3)o2)cc1
    i | -2
Brc1cc(Br)cc(CN2CCSCC2)c1
    i | 3
COc1ccc(CC(=O)O/N=C(\N)Cc2ccc(OC)cc2)cc1
    i | -17
Cc1ccccc1NS(=O)(=O)c1cc2c3c(c1)C(C)C(=O)N3CCC2 (configuration not stated)
    i | -16
COc1ccc(C(=O)c2ccc(N(C)C)cc2)c(OC)c1
    i | -10
Cc1ccc(C)c(OCC(=O)N2CCN(c3ncccn3)CC2)c1
    nt | -17
c1ccc(N2CCN(c3ccc4nncn4n3)CC2)nc1
    9.7* | 1
CC(C)N(Cc1nc(-c2ccc(Cl)cc2)no1)C(=O)CCC1CCCC1
    i | -33
COC(=O)[C@H](Cc1ccccc1)NC(=O)C1CCN(C(=O)[C@H](C)NS(=O)(=O)c2ccc(C)cc2)CC1
    i | -2
CCCCn1c(N)c(N(Cc2ccccc2OC)C(=O)CN2C(=O)NC(C)(c3ccccc3)C2=O)c(=O)[nH]c1=O (configuration not stated)
    i | -4
COC(=O)N/N=C(\C)c1ccc(OC(F)F)cc1OC(F)F
    i | 10
COc1ccc(C(=O)NCC(=O)N/N=C/c2c(C)[nH]c3ccccc23)cc1
    i | -2
O=Cc1ccc(-c2ccc(Cl)cc2Cl)[nH]1
    i | -23
COc1ccc(-c2cc(=O)c3ccccc3o2)cc1
    i | -17
CC(=O)NC(Cc1cccc(F)c1)C(=O)NC1CCN(C(=O)Nc2ccc(C)cc2)CC1 (configuration not stated)
    i | -14
CC(=O)N1CCC2(CC1)C/C(=N\NC(=S)Nc1ccccc1F)c1cc(O)ccc1O2
    i | -13
COc1ccccc1-n1cnnc1SCC(=O)Nc1cc(C)on1
    i | 1
CN(c1ccc(C(=O)Nc2ccccc2C(F)(F)F)cc1)S(C)(=O)=O
    i | -13
Cc1ccc(C(=O)O)cc1S(=O)(=O)NCC1CCCO1 (configuration not stated)
    i | -12
O=C(Nc1ccc(NC(=O)c2ccccc2F)cc1)c1ccccc1F
    i | nt
Cc1cc(C)n2cc(CSc3nnnn3-c3ccccc3)nc2n1
    i | -13
COc1ccc(CCNc2ncnc3c2c(C)c(C)n3CCO)cc1OC
    i | -25

Shown with each value named: two of the compounds above.
Molecule: CCCCn1c(N)c(N(Cc2ccccc2OC)C(=O)CN2C(=O)NC(C)(c3ccccc3)C2=O)c(=O)[nH]c1=O (configuration not stated)
- CHT PAM: i
- OX1R antagonist: -4

Molecule: Cc1ccc(C(=O)O)cc1S(=O)(=O)NCC1CCCO1 (configuration not stated)
- CHT PAM: i
- OX1R antagonist: -12

Continuation:
Results follow in this order: CHT PAM | OX1R antagonist
COc1cc(CCN2C(=O)N[C@@H](c3cccc(C(F)(F)F)c3)C(C(C)=O)=C2C)cc(OC)c1OC
    i | -29
O=C(Nc1ccccc1Oc1cccnc1)C1CCCN(C/C=C/c2ccccc2)C1 (configuration not stated)
    i | nt
COc1ccc(NC2CCCN(C(=O)c3ccc(C)c(N4CCNC4=O)c3)C2)cc1 (configuration not stated)
    i | -12
CSc1cc(C)c(OCC(=O)Nc2ccc(NC(C)=O)cc2)c(C)c1
    i | 28
O=C(Nc1ccccc1)c1cccnc1Nc1ccccc1
    i | -11
Cc1cc(NC(=O)COc2cccc([N+](=O)[O-])c2)no1
    i | -4
CCN(CC)CCNC(=O)c1ccc(-n2c(C)cc3c2CCCC3=O)cc1
    i | -13
COc1ccc(C2OC(=O)CC2C(=O)N2CCN(c3cc(Cl)ccc3C)CC2)cc1OC (configuration not stated)
    i | -37
Cc1ccc(NC(=O)CSc2nnc(CCCCCNC(=O)OC(C)(C)C)o2)c(C)c1
    i | -25
CCCCOc1ccc(NC(=O)CN2CCN(C(=O)OCC)CC2)cc1
    i | -14
Cc1ccc(-c2nnn(CC(=O)N(CCN3CCOCC3)C(C(=O)NC(C)(C)C)c3ccco3)n2)cc1 (configuration not stated)
    i | -30
CCOC(=O)c1ccccc1NC(=O)CSc1nc(N)cc(N)n1
    i | -13
C=C[C@@H]1c2c(F)cccc2N(S(=O)(=O)c2ccc(C)cc2)[C@H](c2ccc(C(=O)OC)cc2)C1(C#N)C#N
    nt | -21
O=C(COC(=O)CCc1ccccc1)Nc1ncc(Cl)cc1Cl
    i | -16
O=C(COc1cccc2ccccc12)N/N=C/C=C/c1ccccc1
    i | -20
COc1ccc(-c2cc(C(=O)Nc3nc4ccccc4s3)c3ccccc3n2)cc1OC
    i | -6
CCc1cc2c(=O)n(C(C)C(=O)OC3CCCCC3)cnc2s1 (configuration not stated)
    i | -34
Cc1ccc(C(=O)Nc2nc(-c3ccc([N+](=O)[O-])cc3)cs2)o1
    i | -16
O=C1c2oc3ccccc3c(=O)c2C(c2cccc(O)c2)N1CCCN1CCOCC1 (configuration not stated)
    i | 2
CC1=C(C(=O)Nc2ccccc2F)C(c2cccs2)NC(=S)N1 (configuration not stated)
    i | 1
CC(=O)Nc1cccc(C(=O)N/N=C/c2ccc(F)cc2)c1
    i | 0
CC[C@]12c3[nH]c4cc(-c5ccco5)ccc4c3CCN1C(=O)[C@@H](CC(=O)NCCC1=CCCCC1)C[C@@H]2C(=O)N1CCN(C(=O)c2ccco2)CC1
    nt | 45
COc1ccc(S(=O)(=O)N2CCC(C(=O)Oc3cccc(C)c3)CC2)cc1OC
    i | -11
O=c1c2ccc(Cl)cc2nc2n1CC/C2=C\c1cccc(O)c1
    i | -18
CNc1nc(-c2ccccc2)nnc1C(F)(F)F
    i | -4
COc1cc(CN2CCC(C(=O)NCC(C)(C)CN(C)C)CC2)ccc1OCc1ccccc1
    i | -9
COC(=O)c1ccc(C2NC(=O)CCC2[N+](=O)[O-])cc1 (configuration not stated)
    i | -11
O=[N+]([O-])c1cc(S(=O)(=O)Nc2cccc(C(F)(F)F)c2)ccc1-n1nnc2ccccc21
    i | 45*
Cc1ccc(NC(=O)c2cc(N3C(=O)C4CC=CCC4C3=O)ccc2N2CCCCC2)cc1 (configuration not stated)
    i | -19
CC(=O)NC(CC(=O)Nc1cc(Cl)ccc1-n1cncn1)c1ccccc1 (configuration not stated)
    i | -7
Cc1oc(-c2cccs2)nc1CS(=O)CC(=O)NCCCN1CC(C)CC(C)C1 (configuration not stated)
    i | -31
O=C(c1cc2cc(Cl)ccc2[nH]1)N1CCc2ccccc2C1
    i | -19
Cc1ccc2[nH]c(C(=O)O)c(NC(=O)[C@@H]3C[C@@H]3c3ccccc3)c2c1
    i | 10
O=C(Cn1ccc([N+](=O)[O-])n1)NCCc1c[nH]c2ccccc12
    i | -26
Cc1ccnc2nc(C(=O)OCC(=O)N(Cc3ccccc3)C(C)(C)C)nn12
    nt | -11
COc1ccc(CCNC(=S)N2CCN(S(=O)(=O)c3ccc(C)cc3)CC2)cc1
    i | -13
C/C=C(\C)C(=O)NCCN1C2=NC[C@H](Cc3ccccc3)N2C[C@H]1Cc1ccc(O)cc1
    i | -10
COC(=O)[C@]1(Cc2ccccc2)N[C@H](CN(C)C(=O)Nc2ccc(Cl)cc2)[C@@H]2C(=O)N(Cc3ccccc3)C(=O)[C@@H]21
    nt | 20
COc1ccc(Cl)cc1NC(=O)C/C(C)=N/NC(=O)CCc1ccccc1
    i | -2
Cc1ccnc(NS(=O)(=O)c2ccc(NC(=O)c3ccc(Cl)cc3[N+](=O)[O-])cc2)n1
    i | nt
COc1ccc(NC(=S)NC(NC(=O)C(C)C)C(Cl)(Cl)Cl)c([N+](=O)[O-])c1 (configuration not stated)
    i | -29
CCC(C)n1c(=S)[nH]c2ccccc2c1=O (configuration not stated)
    i | -21
C=CCN(c1ccc(C(=O)Nc2ccc(C)cc2)cc1)S(C)(=O)=O
    i | -11
COc1ccc(NC(=O)C(Cc2ccccc2)n2cccc2)cc1OC (configuration not stated)
    i | -52
COC(=O)c1ccc2c(=O)[nH]c(COC(=O)c3[nH]c(C)c(C(C)=O)c3C)nc2c1
    nt | -23
COc1ccc2[nH]c3c(c2c1)CCN1C(=O)C(CC(=O)NCc2ccco2)C[C@H](C(=O)N2CCOCC2)[C@@]31C (some centres not stated)
    nt | 3
CC1=NN(c2ccccc2)C(=O)C1N=Nc1ccc(S(N)(=O)=O)cc1 (configuration not stated)
    i | -16
Cc1ccc(CNC(=O)CCc2ccc(S(=O)(=O)NCC(C)C)cc2)cc1
    i | -8
Cc1cccc(C(=O)N=c2c(C#N)cc3c(=O)n4cccc(C)c4nc3n2Cc2ccco2)c1
    i | -20
CCOC(=O)C1CCCCN1Cc1ccc(C(F)(F)F)cc1 (configuration not stated)
    i | -2
COc1ccc(CCN(C)C(=O)C2CCCN(Cc3ccc(OC)c(OC)c3)C2)cc1OC (configuration not stated)
    i | -24&-13
Cc1ccc(Cn2ncc3c(N4CCN(CCc5ccccc5)CC4)ncnc32)cc1
    i | -38
CCc1ccc2nc(NC(=O)CCCc3cccs3)sc2c1
    i | -38
Cc1cccc(C(=O)NCCC(=O)NCc2ccccc2F)c1
    nt | -10
Cc1ccc(NC(=O)Cn2ncc(Cl)c(Cl)c2=O)cc1S(=O)(=O)N1CCCCC1
    nt | 7
CCCn1c(=O)c(C(=O)NCc2cccnc2)c(O)c2ccccc21
    i | -39
O=C(CSc1nncs1)Nc1cc(-c2ccccc2)nn1-c1ccccc1
    i | -24
Cc1cc(C)c(NC(=O)COC(=O)C2CCCCC2)c(C)c1
    nt | -5
COc1ccc(NC(=O)CCCCC(=O)Nc2ccc(OC)cc2OC)c(OC)c1
    i | -18
Cc1ccc(SCC(=O)NNC(=O)c2ccc(S(C)(=O)=O)cc2)cc1
    i | -33

Continuation.
Results follow in this order: CHT PAM | OX1R antagonist
N=C(N)N1CCc2ccccc2C1
    i | -8
CN1CCC(N(C)S(=O)(=O)c2ccc(NC(=O)COc3cccc(C(F)(F)F)c3)cc2)CC1
    i | 2
C=CC[C@@H](CC(=O)N[C@H](CO)Cc1ccccc1)C(=O)N[C@H](COC(=O)[C@@H](CC=C)CC(=O)OC(C)(C)C)Cc1ccccc1
    nt | 12
O=C(CC(=O)NC1CCCCC1)N/N=C/c1ccc(Cl)cc1
    i | -23
CC(CCc1ccccc1)NC(=O)COc1cc(F)ccc1[N+](=O)[O-] (configuration not stated)
    i | -20
COc1ccc(OCC(=O)Nc2ccc(C)cc2)cc1
    i | -22
O=C(NCc1ccco1)C(Cc1ccccc1)NS(=O)(=O)c1cccc2nsnc12 (configuration not stated)
    i | -18
Cc1cc(Oc2ccc(=O)n(C)n2)nc(SCCOc2ccccc2)n1
    i | -11
COc1cc(OC)c(NC(=O)c2ccco2)cc1Cl
    i | -9
O=C(Nc1ccc2nc(-c3ccco3)c(-c3ccco3)nc2c1)N1CCN(c2ccccn2)CC1
    i | -20
NS(=O)(=O)c1cccc(NC(=O)COC(=O)c2ccccc2SCC(=O)N2CCCC2)c1
    nt | -7
O=C(COC(=O)c1ccc2ncsc2c1)Nc1ccccc1Cl
    nt | -1
COCCCNC(=O)COc1ccc2oc3c(c2c1)CCCC3
    i | -12
COc1ccccc1C(=O)NC(=O)COC(=O)c1ccc(C)o1
    i | -11
COc1cccc(OC)c1/C(O)=C(\C#N)c1nc2ccccc2[nH]1
    i | -5

Structures from the list above that contain a COOH group:
Results follow in this order: CHT PAM | OX1R antagonist
O=C(O)c1ccc(NC(=S)NC(=O)c2ccc(-c3ccc(Br)cc3)o2)cc1
    i | -2
Cc1ccc(C(=O)O)cc1S(=O)(=O)NCC1CCCO1 (configuration not stated)
    i | -12
Cc1ccc2[nH]c(C(=O)O)c(NC(=O)[C@@H]3C[C@@H]3c3ccccc3)c2c1
    i | 10

Compound activity (PubChem BioAssay)
